# Screening results: PubChem BioAssay, several laboratories
# West Nile virus CPE – inhibition of WNV-induced cytopathic effect – cell-based, CPE readout (AID 1621) | hit rate 0.02% among 290,000 | CPE inhibition, % at 10 µM, or IC50 in µM where a hit was titrated | West Nile virus-infected cells, CPE inhibition; higher % means a stronger effect; in the data active = a potency from the dose series; inconclusive = CPE inhibition mostly from about 3.7% at the one dose, without a potency; inactive = the rest, 99 in 100 with CPE inhibition below about 2.2%; also: strong numbers were not always called active
# Large T inhibition – TAg ATPase/helicase activity blockers – biochemical (AID 1903); SV40 large T antigen ATPase/helicase inhibition assay; higher % means a stronger effect; one-dose inhibition, % at 20 µM; IC50 in µM for titrated hits; hit rate 0.39% among 310,000; in the data active = a potency from the dose series; inconclusive = inhibition mostly from about 32% at the one dose, without a potency; inactive = the rest, 99 in 100 with inhibition below about 32%; also: strong numbers were not always called active
# RSV CPE inhibition – inhibition of RSV-induced cytopathic effect – HEp-2 cells, primary 10 µM value included (AID 2391); CPE inhibition, % at 10 µM; hits with a dose series show IC50 in µM; HEp-2 cells, RSV-induced CPE inhibition; higher % means a stronger effect; hit rate 0.13% among 310,000; in the data active = a potency from the dose series; inconclusive = CPE inhibition mostly from about 23% at the one dose, without a potency; inactive = the rest, 99 in 100 with CPE inhibition below about 21%; also: strong numbers were not always called active
# NTR1 agonist – agonists of NTR1, primary screen, imaging, U2OS cells, beta-arrestin-GFP, high content (AID 493036); P30989; activation, % at 20 µM; NTR1-U2OS beta-arrestin-GFP spot imaging, agonist mode; hit rate 0.17% among 330,000;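 active = activation at or above 40% of the spot to cytoplasm intensity ratio, with at least 20 cells analyzed; inconclusive = wells under 20 cells, flagged as cytotoxic or low count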;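 also: 0% = DMSO without peptide and 100% = 100 nM NTR1 peptide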
# Target sequence (P30989 whole entry, looked up): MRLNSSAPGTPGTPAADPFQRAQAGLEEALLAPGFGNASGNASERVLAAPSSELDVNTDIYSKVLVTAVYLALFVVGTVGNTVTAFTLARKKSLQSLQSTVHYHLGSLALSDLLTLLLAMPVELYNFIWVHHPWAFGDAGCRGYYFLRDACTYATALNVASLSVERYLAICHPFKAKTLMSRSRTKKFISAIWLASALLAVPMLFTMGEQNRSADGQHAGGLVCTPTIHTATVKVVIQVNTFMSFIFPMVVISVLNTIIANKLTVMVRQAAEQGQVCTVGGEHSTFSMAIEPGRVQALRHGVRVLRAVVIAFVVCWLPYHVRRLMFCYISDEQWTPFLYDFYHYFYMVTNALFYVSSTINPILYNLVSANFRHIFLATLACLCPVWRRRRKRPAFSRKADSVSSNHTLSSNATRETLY
# T cell modulator – T cell immune modulation candidate | 2C CD8+ T cell-vesicle binding, flow cytometry; hits give low values | calls only at 7 µM | hit rate 0.068% among 330,000;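 active = response, share of CD8 T cells binding vesicles, and their 90th percentile fluorescence all below set limits, cut at about 80% in these data, passing the limit was not always enough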
#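 material = purified 2C TCR transgenic mouse naive CD8+ T cells | controls = Unloaded micro-vesicles (low), QL9 vesicles with 0.7% DMSO (high) | detection = cytometric PE anti-B7-1 and Alexa647 anti-CD8 signals after 1% paraformaldehyde fixation | incubation = binding step 1.5 h, 37 °C, antibody labelling 20 min, ice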
# Rac1 GTP hydrolysis – MgcRacGAP GTPase-activating activity inhibitors, confirmation, biochemical, ADP Hunter fluorescence; MgcRacGAP-stimulated Rac1 GTP hydrolysis, ADP Hunter fluorescence; higher % means a stronger effect; GST-tagged Rac1 F28L mutant substrate; one-dose inhibition, % at 30 µM; IC50 in µM for titrated hits; hit rate 0.6% among 340,000; AID 624330;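 active = first-screen hits whose inhibition reached a set limit at any dose in the follow-up dose series; inconclusive = inhibition above the set first-screen limit but never retested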;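 also: fluorescence reports GDP produced by GAP-driven GTP hydrolysis; strong numbers were not always called active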
# Dengue-2 NS5 capping – Dengue-2 NS5 methyltransferase inhibitors, primary screen, biochemical, confirmation dose response (AID 588689). inhibition, % at 25 µM; hits with a dose series show IC50 in µM. Dengue-2 NS5 methyltransferase capping enzyme assay, biochemical; higher % means a stronger effect. hit rate 0.3% among 340,000; in the data active = a potency from the dose series; inconclusive = inhibition above about 29% without an active follow-up result
# K1F lysis inhibition – protection from phage-mediated lysis, alamar blue read-out – E. coli UTI89, K1F phage, bacterial capsule biogenesis inhibitors (AID 488966); inhibition, % at 100 µM; hits with a dose series show IC50 in µM; E. coli UTI89 K1F phage lysis, alamar blue, 2 h; higher % means a stronger effect; hit rate 0.02% among 340,000;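 active = phage lysis inhibition, versus mean bacterial control, above a set limit; inconclusive = no clear call, values can overlap the other calls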;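 also: capsule biogenesis inhibitors block K1F phage lysis so surviving cells raise fluorescence; higher fluorescence means more inhibition of phage lysis; actives were called in the ten point dose series up to 300 µM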
# PhoP inhibition – inhibitors of PhoP regulon expression, primary screen, Salmonella Typhimurium, GFP reporter (AID 1863); inhibition, % at 50 µM; hits with a dose series show IC50 in µM; hit rate 0.16% among 300,000; S. Typhimurium PhoP-regulated promoter GFP reporter, 4 h; higher % means a stronger effect;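 active = inhibition over 29.93%, a cutoff 3 SD above the screen mean, later confirmed by dose response; inconclusive = inhibition over 29.93% but no dose response follow-up; inactive = inhibition at most 29.93% or unconfirmed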;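 also: 0% = low Mg2+ inducing control and 100% = high Mg2+ repressing control; strong numbers were not always called active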
# T cell modulator vesicle-bound % – further read-out of T cell modulator, marked with its call; double positive events, %; measured here: CD8+ vesicle-bound cell fraction;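 binding gate set so that unloaded-vesicle control wells show 10% double positive cells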
# NTR1 agonist cell count 20 µM – also measured in NTR1 agonist; calls as there; cell count; measured here: cell count, cytotoxicity flag
# Active calls of the source: *; i = inactive; ? = inconclusive; . = not tested or not shown; & = joins results of further samples; [ ] = remark or other dose.
SMILES,K1F lysis inhibition,West Nile virus CPE,RSV CPE inhibition,Large T inhibition,T cell modulator,NTR1 agonist,PhoP inhibition,Rac1 GTP hydrolysis,Dengue-2 NS5 capping,T cell modulator vesicle-bound %,NTR1 agonist cell count 20 µM
Cc1cccc(N2CCN(C(=O)C3CCN(c4ncnc5c4nc4n5CCCCC4)CC3)CC2C)c1 (stereo not given),-0.5%,0.4%,5.8%,12%,i,55*,4%,5%,-8%,23,53*
CC(C)(C)c1csc(NC2=NS(=O)(=O)c3ccccc32)n1,4.7%,-0.5%,9.3%,-2%,i,0.2,13%,3%,-1%,36,49
CCN1CCN(CCCNC(=O)C2CCN(c3nnc(-n4c(C)ccc4C)s3)CC2)CC1,7.1%,-0.1%,0.7%,.,i,-1.8,.,8%,-7%,36,63
COc1ccc(C(C[N+](=O)[O-])c2c(-c3ccccc3)cc3ccccn23)cc1OC (stereo not given),-0.2%,.,4.8%,14%,i,2.6,-1%,8%,-5%,27,78
CCOC(=O)C1CCN(c2cc(C)nc3cc(-c4cccc(F)c4)nn23)CC1,2.6%,1.3%,2.7%,5%,i,7.8,20%,8%,-3%,43,59
O=C(CNC(=O)c1cccs1)OCC(=O)c1ccc([N+](=O)[O-])cc1,-3.2%,1.9%,2.9%,.,i,-0.2,.,7%,-4%,49,90
CNC(=O)NC(=S)NC(=O)c1ccc(OC)cc1,0.9%,-0.3%,-1.4%,-1%,i,0.7,3%,4%,-2%,35,68
CCCCCC1(C)NC(=S)N(c2ccccc2)N1 (stereo not given),-0.5%,0.2%,9.2%,12%,i,2.8,-4%,5%,-16%,11,51
CCOC(=O)C1=C(C)N=c2s/c(=C/c3cccc([N+](=O)[O-])c3O)c(=O)n2C1c1ccc(OC)cc1OC (stereo not given),-0.4%,-1.1%,18%,9%,i,10,-6%,0%,52%,36,52
CCOC(=O)C1C2C=CC(CC2)N1c1ccccc1 (stereo not given),-0.1%,-0.5%,3.0%,20%,i,-5.5,-8%,5%,-9%,23,89
C[C@H](NC(=O)c1ccccc1)C(=O)Nc1nc(-c2ccccn2)cs1,0.3%,-1.4%,8.0%,7%,i,-1.5,0%,6%,-3%,44,75
COc1ccc(Cl)cc1NC(=O)CN(C)C(=O)Cn1cnnn1,4.2%,.,.,.,i,-1.6,.,9%,0%,50,56
CCCC(=O)Nc1c(-c2ccccc2OC)c(=O)c2ccccc2n1C,0.6%,0.1%,2.9%,4%,i,-0.6,-6%,4%,0%,37,59
O=C(c1ccc2nc[nH]c2c1)N1CCN(c2cccc(C(F)(F)F)c2)CC1,2.3%[50 µM],-1.0%,3.1%,-4%,i,1.1,3%,7%,2%,10,47
CC1Sc2ccc(C(=O)OCc3ccccc3Cl)cc2NC1=O (stereo not given),-0.2%[50 µM],.,-1.2%,16%,i,7.4,-2%,2%,1%,35,53
CC1CN(C(=O)CN2C(=O)NC3(CCCC3)C2=O)C(=Nc2cccc(S(=O)(=O)N(C)C)c2)S1 (stereo not given),0.8%[50 µM],.,-0.7%,4%,i,0.4,-8%,6%,-5%,45,62
COC(=O)c1ccc2nc(-c3ccc4c(c3)OCO4)cn2c1,0.3%,0.2%,-1.0%,7%,i,-0.4,1%,1%,0%,46,71
COc1ccc(CN2CCN(C(C)C(=O)NC(C)c3ccc(F)cc3)CC2)cc1F (stereo not given),0.1%,-1.3%,0.3%,9%,i,-1.2,-2%,6%,2%,18,55
O=C(NC1CCCCC1)C(c1ccc2ncccc2c1)N(Cc1ccco1)C(=O)c1ccc2c(c1)OCCO2 (stereo not given),-0.1%,-0.4%,-0.1%,10%,i,0.7,-6%,-3%,-3%,21,61
O=C1C(CCS(=O)c2ccccc2)C(=O)N(c2ccccc2)N1c1ccccc1 (stereo not given),3.5%,-0.2%,0.8%,9%&16%,i,-1.1,3%&-11%,27%,-1%,18,79
COc1ccccc1C1/C(=C(\O)c2ccc3c(c2)OCCO3)C(=O)C(=O)N1CCCn1ccnc1 (stereo not given),0.3%,0.3%,1.0%,16%,i,0.9,-1%,7%,-5%,10,73
CCOC(=O)c1c(C)[nH]c(C=O)c1Cc1cccc(Cl)c1,3.6%,-1.2%,?,7%,i,7.3,-12%,8%,-3%,38,43
CCOc1ccc(S(=O)(=O)N(C)CC(=O)NCc2ccccn2)cc1,0.2%,-0.1%,0.8%,-1%,i,-0.7,9%,4%,-2%,42,52
COc1ccc2cc(C(=O)NCC3CCCO3)[nH]c2c1 (stereo not given),-0.1%,-0.1%,2.1%,5%,i,-1.5,0%,11%,3%,44,88
CCCCS(=O)(=O)CC(COc1ccccc1)OC(=O)c1ccccc1 (stereo not given),-2.1%,0.4%,0.0%,3%,i,-1.0,-6%,0%,-3%,54,42

# Sorted by SMILES length (smallest number first): 5 of the compounds above
SMILES,K1F lysis inhibition,West Nile virus CPE,RSV CPE inhibition,Large T inhibition,T cell modulator,NTR1 agonist,PhoP inhibition,Rac1 GTP hydrolysis,Dengue-2 NS5 capping,T cell modulator vesicle-bound %,NTR1 agonist cell count 20 µM
COc1ccc2cc(C(=O)NCC3CCCO3)[nH]c2c1 (stereo not given),-0.1%,-0.1%,2.1%,5%,i,-1.5,0%,11%,3%,44,88
CC1Sc2ccc(C(=O)OCc3ccccc3Cl)cc2NC1=O (stereo not given),-0.2%[50 µM],.,-1.2%,16%,i,7.4,-2%,2%,1%,35,53
CC(C)(C)c1csc(NC2=NS(=O)(=O)c3ccccc32)n1,4.7%,-0.5%,9.3%,-2%,i,0.2,13%,3%,-1%,36,49
CCOc1ccc(S(=O)(=O)N(C)CC(=O)NCc2ccccn2)cc1,0.2%,-0.1%,0.8%,-1%,i,-0.7,9%,4%,-2%,42,52
C[C@H](NC(=O)c1ccccc1)C(=O)Nc1nc(-c2ccccn2)cs1,0.3%,-1.4%,8.0%,7%,i,-1.5,0%,6%,-3%,44,75

# Back to the main list, starting 2 compounds before the break.
SMILES,K1F lysis inhibition,West Nile virus CPE,RSV CPE inhibition,Large T inhibition,T cell modulator,NTR1 agonist,PhoP inhibition,Rac1 GTP hydrolysis,Dengue-2 NS5 capping,T cell modulator vesicle-bound %,NTR1 agonist cell count 20 µM
COc1ccc2cc(C(=O)NCC3CCCO3)[nH]c2c1 (stereo not given),-0.1%,-0.1%,2.1%,5%,i,-1.5,0%,11%,3%,44,88
CCCCS(=O)(=O)CC(COc1ccccc1)OC(=O)c1ccccc1 (stereo not given),-2.1%,0.4%,0.0%,3%,i,-1.0,-6%,0%,-3%,54,42
O=C(Nc1ccc(N2CCN(C(=O)c3ccco3)CC2)cc1)c1ccc(Br)cc1,1.9%,?,11%,7%,i,-0.5,0%,6%,3%,7,50
Fc1cccc(CCN2C(=S)NC[C@@H]2CC2CCCCC2)c1,-0.1%,-1.1%,3.1%,12%,i,4.6,8%,1%,-4%,39,98
COc1cccc(CC(NC(C)=O)C(=O)NC2CCN(S(=O)(=O)c3ccc(C)cc3)CC2)c1OC (stereo not given),0.4%,-0.1%,1.9%,8%,i,0.2,-5%,4%,1%,44,49
COc1ccccc1NC(=O)c1cc[n+]([O-])cc1,-0.2%,0.2%,2.2%,3%,i,-1.0,-2%,8%,-8%,54,73
Cc1c(Cl)cccc1NC(=O)CCC(=O)NNC(=O)c1ccco1,1.7%,-0.2%,0.8%,8%,i,-0.5,3%,-2%,3%,59,58
Cc1ccc2c(c1C)NC(C(=O)O)C1CC=CC21 (stereo not given),0.2%,-0.1%,5.2%,91µM*,i,0.1,-2%,?,10%,14,57
Cc1cc(C)c(OCCNC(=O)c2ccccc2Sc2ccccc2C#N)c(C)c1,0.1%,-1.3%,20%,13%,i,3.3,5%,15%,-2%,63,81
CCOc1ccc(CC(=O)Nc2cccc(-c3ccc4nnc(C)n4n3)c2)cc1,-0.3%,1.1%,1.2%,4%,i,3.9,5%,8%,-6%,31,62
O=C(Nc1cc(C(F)(F)F)ccc1N1CCOCC1)C1CCCO1 (stereo not given),0.5%[50 µM],.,.,.,i,0.9,.,4%,6%,49,55
Cn1c(N)c(-c2nc3cccnc3n2C)sc1=S,0.0%,-0.4%,11%,7%,i,0.0,-8%,12%,1%,45,46
Cc1ccc(S(=O)(=O)N2CCC(C(=O)Nc3ccccc3N3CCCC3)CC2)cc1,-0.3%[50 µM],.,?,10%,i,0.7,4%,5%,7%,11,55
Cc1cccc(C)c1NC(=O)CN,0.3%,0.4%,0.3%,12%,i,-1.8,-10%,4%,-11%,7,52
COC(=O)c1ccc(CN2C(=O)NC(Cc3c[nH]c4ccccc34)C2=O)cc1 (stereo not given),0.1%,-0.4%,20%,17%,i,0.1,4%,5%,-3%,46,55
Cc1cc(C)cc(OCC(=O)Nc2ccccc2N2CCCCC2)c1,-2.8%,-0.6%,15%,5%,i,12,-11%,1%,-5%,14,68
COc1ccc(Cl)cc1NC(=O)CN(C)C(=O)Cc1ccc(-c2ccccc2)cc1,-0.3%[50 µM],.,8.8%,.,i,0.9,.,1%,-6%,41,55
Cc1ccc(S(=O)(=O)Nc2nc(C)c(NC(=O)OCCCl)s2)cc1,0.9%,.,2.7%,4%,i,0.2,8%,-2%,4%,46,89
COc1ccc(CNC(=O)Nc2ccc(C)cc2C)cc1,1.7%,0.0%,1.9%,2%,i,0.0,6%,9%,.,51,87
COc1ccc(NC(=O)C(Cc2ccccc2)n2cccc2)cc1 (stereo not given),-0.2%,-0.2%,0.9%,13%,i,1.1,2%,-18%,-5%,30,72
CN(Cc1nc2ccccc2c(=O)[nH]1)Cc1nc2ccsc2c(=O)[nH]1,7.4%,-0.7%,-1.1%,12%,i,0.2,-8%,-22%,-2%,57,52
Cn1c(=O)[nH]c(=O)c2c1nc(CN1CCN(c3ccccc3F)CC1)n2CCCc1ccccc1,1.0%[50 µM],-0.5%,0.5%,0%,i,5.9,5%,-10%,2%,10,44
CCc1ccc(N2CC(C(=O)NCC(C)(C)N3CCOCC3)CC2=O)cc1 (stereo not given),0.5%[50 µM],.,0.2%,.,i,-0.4,.,5%,5%,27,88
O=C(Cn1cncn1)N/N=C/c1cccc(Cl)c1,3.4%,1.2%,-2.2%,2%,i,1.8,-4%,2%,1%,32,51
